Peg3 prom inh – inhibitors of Peg3 promoter; AID 588405; HeLa PEG-Prom luciferase reporter, luminescence, overnight; actives 1.7% (n = 360,000); inhibition, % at 20 µM;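 active = inhibition of at least 50% at 20 µM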
TRPM1 prom inh – inhibitors of MITF-driven TRPM1 promoter in melanoma cells | SK-MEL-5 TRPM1 promoter luciferase, 24 h | inhibition, % at 12.5 µM | actives 0.83% (n = 330,000) | AID 488899;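 active = mean inhibition across replicates of 60% or more, whatever share of single replicates reaches that level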; note: values of inactives mirror those of a sister screen read the other way
NR2E3 ag-1 – activates human NR2E3 receptor | AID 602229 | actives 0.35% (n = 360,000) | CHO-S Gal4-NCOR/VP16-NR2E3 two-hybrid, luciferase | inhibition of corepressor binding, % at 3.98 µM;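 active = inhibition above the mean of all tested compounds plus 3 SD, cut at about 70% in these data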;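 note: 0% = DMSO with NR2E3 transfected cells and 100% = cells lacking NR2E3 construct; higher means lower luciferase signal from less NR2E3 corepressor binding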
Target sequence (Q9Y5X4 whole entry, looked up, the tested form may be a part): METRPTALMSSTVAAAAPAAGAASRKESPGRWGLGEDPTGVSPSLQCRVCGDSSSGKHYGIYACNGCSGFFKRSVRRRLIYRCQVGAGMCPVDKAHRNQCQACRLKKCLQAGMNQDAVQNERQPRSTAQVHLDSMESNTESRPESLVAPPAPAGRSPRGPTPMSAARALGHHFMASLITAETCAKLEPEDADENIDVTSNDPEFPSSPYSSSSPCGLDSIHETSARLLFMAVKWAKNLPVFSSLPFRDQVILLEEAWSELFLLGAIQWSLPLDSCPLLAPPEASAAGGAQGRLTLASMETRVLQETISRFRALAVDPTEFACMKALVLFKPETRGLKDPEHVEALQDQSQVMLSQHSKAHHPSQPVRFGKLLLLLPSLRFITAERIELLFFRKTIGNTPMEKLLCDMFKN
TWEAK Fn14 block – blocks TWEAK-Fn14 interaction in a reporter cell assay; TWEAK-stimulated Fn14 reporter cells, luciferase luminescence, 8 h; inhibition, % at 10 µM; actives 2% (n = 360,000); AID 1159606; in the data active = inhibition above about 50%
HIF-2a block – HIF-2a inhibition. 786-0 RCC cells HIF-2a reporter, luciferase luminescence, overnight. inhibition, % at 18.8 µM. actives 0.72% (n = 360,000). AID 624352;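 active = inhibition of the luminescence signal of 40% or more relative to plate controls, in a single-dose primary screen at 18.75 µM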
Shn3 inh set2 – Schnurri-3 reporter inhibition in Clone20 osteoblasts. AID 588674. inhibition, % at 12.5 µM. Clone20 osteoblast Shn3 3'UTR firefly luciferase, 24 h. actives 0.52% (n = 360,000);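 active = mean inhibition of at least 75% with every replicate also reaching 75%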;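 note: 0% = median of neutral control wells and 100% = pilot-screen positive control compound; some compounds past the cut are filed as inactive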
CF NFkB inh – cystic fibrosis NF-kB activation inhibition; AID 588850; KKLEB NF-kB-GFP reporter, PAF-induced, GFP fluorescence overnight; actives 0.86% (n = 360,000); inhibition, % at 5 µM;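 active = at least 50% inhibition at 5 µM, scaled per plate between neutral and stimulator controls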;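 note: PAF is a Pseudomonas aeruginosa culture filtrate used as stimulus; plate controls were PAF-stimulated DMSO wells for no effect and unstimulated DMSO wells for full effect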
KKLEB cytotox – reduces viability of KKLEB cystic fibrosis airway cells | KKLEB CF airway cells viability, ATPlite luminescence, overnight; active compounds read low; cells stimulated with P. aeruginosa culture filtrate | activity change (cytotoxicity), % at 5 µM | actives 0.36% (n = 360,000) | AID 602141;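 active = corrected activity change at or below -50% at 5 µM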
aDG glyco up – alpha-DG glycosylation activation. activation, % at 10 µM. Pro5-aDG cells, alpha-DG glycosylation AlphaScreen (IIH6); 0% Pro5, 100% B10-LARGE cell signal. AID 624168. actives 0.22% (n = 360,000);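 active = activation of at least 8% versus controls, or a plate z-score of at least 8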;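 note: Pro5 are CHO cells carrying HIG-tagged alpha-DG that lacks glycosylation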
iPSC survival up – increases survival of single human iPS cells; hiPSC single-cell survival, ATPlite luminescence; 100% = ROCK inhibitor wells, 0% = DMSO; AID 602274; actives 0.044% (n = 360,000); survival enhancement, % at 20 µM; in the data active = survival enhancement above about 18%;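 note: cells exposed to compounds for 16 hours before the ATP read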
NR2E3 ag-2 – agonists of human nuclear receptor NR2E3 | inhibition of corepressor binding, % at 4.78 µM | AID 2300 | Q9Y5X4 | actives 0.12% (n = 320,000) | GST-NR2E3/biotin-RetCOR TR-FRET, 1536-well;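 active = percent inhibition above the cutoff of mean plus 3 SD of all tested compounds, set per screening campaign, cut at about 20% in these data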;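 note: 0% = DMSO wells and 100% = biotin wells as full block of FRET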
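Material: NR2E3–RetCOR corepressor complex / Amount: 1.35 nM GST-NR2E3 / Medium: Tris pH 7.5 / Compound: single nominal compound dose of 4.8 µM / Incubation: 5 h at 4 °C / Technique: TR-FRET, Eu(K)-anti-GST donor, streptavidin-D2 acceptor, ex 340, em 617/671 nm / Read-out basis: percent loss of FRET ratio relative to control wells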
* marks the source's active call; other numbers are inactive results; . = no result given.

SMILES	Peg3 prom inh	TRPM1 prom inh	NR2E3 ag-1	TWEAK Fn14 block	HIF-2a block	Shn3 inh set2	CF NFkB inh	KKLEB cytotox	aDG glyco up	iPSC survival up	NR2E3 ag-2
Cc1nn2c(N)c(-c3ccccc3)cnc2c1-c1ccc(Cl)cc1	-282	-105	-103	16	-263	-82	14	-6	0.5	0.2	1
COc1ccc(OCCCN(C)Cc2ccccc2)cc1	9	-11	18	76*	6	-6	4	-20	-0.1	-0.5	0
CSc1ccc(S(=O)(=O)NCc2ccc(C)cc2)cc1	7	-2	11	19	8	-16	-4	16	0.3	-2.6	-1
O=C(O)c1nn(-c2ccccc2C(F)(F)F)cc1O	-3	8	19	-8	10	12	-4	0	0.0	-0.2	4
O=C(c1ccc(Cl)c(Cl)c1)N1CCC(=O)N([C@H](COCc2ccc(Cl)cc2)Cc2ccccc2)CC1	.	.	-18	0	-21	.	.	.	0.0	-1.2	.
CCOc1c2ccc(C(=O)NCC34CC5CC(CC(C5)C3)C4)cc2nn1CC	14	6	4	-8	-1	24	-7	-9	0.4	2.3	2
Cc1cc2nc(-c3ccc(NC(=O)C(C)C)cc3)oc2cc1C	-201	-66	-127	15	-200	-48	10	-7	1.8	-0.5	0
COc1ccc(CNC(=O)[C@H](C)NC(=O)[C@@H]2Cc3ccccc3CN2)cc1	17	5	-15	-10	11	-7	-3	0	0.1	-0.3	-2
COC1=CC(=O)OC(c2ccc(OC)cc2)C1 (stereo not drawn)	8	-4	-15	6	-8	-20	-22	-1	-0.1	-1.5	.
Cc1nc(CCNC(=O)CC2C(=O)NCCN2Cc2ccccc2)nc2c1CCC2 (stereo not drawn)	-5	4	-3	11	-4	-74	-15	-1	-0.2	0.6	.
O=C(Nc1cccc(C(F)(F)F)c1)c1cccnn1	-19	.	-26	0	-16	-16	5	-9	0.1	-0.4	-3
CC(C)CCNC(=O)C(=O)NCc1ccccc1	-42	-11	1	10	-33	-6	11	-16	0.0	0.5	-1
Cc1ccc(-n2[nH]c(C)c(C=NCc3ccncc3)c2=O)cc1	-97	-47	-34	-2	-114	-23	1	-6	-0.2	-0.2	2
CCOC(=O)C1CCN(C(=O)C2CCCCC2)CC1	5	-6	-5	-8	16	-2	20	-14	0.1	-1.7	3
CCN1C(=O)CC(C(=O)Nc2ccc(F)cc2)SC1=Nc1cccc(OC)c1 (stereo not drawn)	11	-5	12	6	-30	7	-7	-7	-0.2	-1.1	1
Fc1ccc(N2C(=S)SC(=Nc3ccccc3)C2=Nc2ccccc2)cc1	-110	-66	-65	-15	-240	-9	6	0	-0.3	1.6	.
COC(=O)c1cc(S(=O)(=O)NCC2CCN(Cc3ccc(F)cc3)CC2)c[nH]1	-3	2	2	21	-3	4	10	-2	-0.1	-0.4	3
Cn1c(-c2ccccc2)c(C(=O)CC#N)c2ccccc21	14	18	-3	-4	8	9	-8	-1	0.7	-1.4	1
CN1CCN(c2cc(=O)n(C3CCCCC3)c(=O)[nH]2)CC1	4	.	-5	10	-10	14	15	-5	0.2	0.7	-1
COc1ccc(N(C)C(=O)C2CCN(S(=O)(=O)c3cccc4nsnc34)CC2)cc1	24	4	-5	12	14	14	12	11	0.2	-0.3	3
CCOc1ccc(NS(=O)(=O)c2ccc3[nH]c(=O)cc(C(=O)O)c3c2)cc1	8	-9	-1	12	2	-10	-1	12	0.4	-1.6	-1
Nc1c(-c2ccccc2)c(CSc2nc3ccccc3[nH]2)nn1-c1ccc(Cl)cc1	32	-4	9	20	21	12	11	8	0.7	3.0	2
CC(=O)c1cccc(NC(=O)Nc2ccc3c(c2)N(C)C(=O)CS3)c1	29	-5	-18	82*	-55	30	61*	-15	-0.2	0.9	-2
Cc1ccc(SCc2cc(=O)n3[nH]cnc3n2)cc1	17	13	-13	4	17	-11	-3	7	-0.1	-3.3	2
COc1ccc(-c2noc(-c3cccs3)n2)cc1OC	-328	-106	-158	-45	-375	-64	12	-12	0.0	0.3	4
Cc1c(Cl)ccc2c(C(O)CBr)cc(-c3ccccc3)nc12 (stereo not drawn)	14	4	-36	7	-3	-4	17	-20	-0.2	5.6	.
COc1ccc(N2CCC(CNC(=O)Nc3ccccc3)C2)cc1 (stereo not drawn)	12	5	-16	5	1	12	0	7	-0.3	-2.5	-3
CCOc1cc2c(cc1OCC)C(c1ccc(O)c(OC)c1)NCC2 (stereo not drawn)	0	.	9	-6	0	-3	11	-13	3.3	6.7	.
COc1ccc(Nc2nc(-c3sc(C)nc3C)cs2)c(OC)c1	1	2	-39	6	-108	-2	16	-6	0.1	0.9	2
COc1ccc2c(C)nc(Nc3nc(-c4ccccc4)cc(=O)[nH]3)nc2c1	108*	70*	-12	63*	-52	-97	64*	3	0.0	0.0	0
CCc1ccc(/C=C2/Sc3ccccc3N(CC(=O)NCC3CCCO3)C2=O)cc1 (stereo not drawn)	-8	-27	2	-17	-63	-9	9	1	0.2	-0.1	2
O=C(CNC(=O)c1ccco1)NCC(=O)OCc1ccccc1Br	13	-3	-11	-5	24	0	-16	7	-0.2	7.6	4
COc1ccc(CCN2C(=O)C(Oc3ccccc3C)C2c2ccc3c(c2)OCO3)cc1OC (stereo not drawn)	27	10	-15	30	28	33	3	-10	-0.5	4.4	-2
Cc1cccc(C(=O)OCC(=O)NN2C(=O)NC3(CCC(C)CC3)C2=O)c1O (stereo not drawn)	2	2	2	-4	7	4	-7	0	0.1	0.2	0
O=C(CCN1C(=O)C2C3C=CC(C3)C2C1=O)Nc1nccs1 (stereo not drawn)	-2	-4	-6	-7	-4	-3	23	1	-0.1	12	3
CC(=O)Nc1ccc(NC(=O)CSc2nnc(NC(=O)C3CC(=O)N(c4ccccc4)C3)s2)cc1 (stereo not drawn)	6	-2	5	-12	15	5	3	1	0.0	1.5	2
Cn1c2c(c(=O)n(C)c1=O)C(c1ccc(Br)cc1)C(C#N)=C(N)N2 (stereo not drawn)	9	.	-36	-26	23	-16	-25	9	0.1	0.0	-1
O=C(/C=C/c1ccco1)N1CCN(S(=O)(=O)c2ccccc2)CC1	-10	7	-27	15	8	-1	-5	-6	-0.4	0.1	.
CCC1Oc2ccc(C)cc2N(CC(=O)NCCN2CCCCCC2)C1=O (stereo not drawn)	3	-13	3	-21	1	40	-13	0	-0.1	0.8	2
COc1ccc(N2CCN(c3nc4ccccc4n3CC(=O)c3ccccc3)CC2)cc1	19	-13	-32	9	12	0	1	-8	-0.2	-3.2	-2
O=C(NC1CCCC1)C1c2ccccc2OCC(=O)N1CCc1c[nH]c2ccccc12 (stereo not drawn)	.	.	5	19	7	.	.	.	0.0	-0.1	.
CCC(=O)N1CCN(c2ccc(NC(=O)c3cccs3)cc2)CC1	-58	-30	6	-9	-67	-15	-24	14	-0.1	0.6	-2
CCN1C(=O)Cc2cc(S(=O)(=O)N3CCOCC3)ccc21	-5	-3	-16	4	9	-13	-5	6	0.0	12	-3
Cc1ccc(CN2C(=O)CCC2(C)c2nnnn2Cc2ccccc2)cc1 (stereo not drawn)	.	.	-10	4	7	.	.	.	0.0	-0.7	.
Cc1ccc(OCC(=O)NNC(=S)NC(=O)c2cccs2)c(C)c1	18	5	-11	-39	22	13	17	-24	0.2	0.5	.
COC(=O)/C=c1/s/c(=C(/C#N)C(=O)N2CCCCC2)n(-c2ccccc2)c1=O	12	8	3	3	10	-10	-19	-1	-0.3	0.6	0
O=C(Cc1ccccc1)Nc1ncccn1	16	9	-34	2	-4	5	8	-1	-0.1	-0.9	1
COCCn1c(SCC(=O)Nc2cccnc2Cl)nc2cc(Cl)ccc2c1=O	23	11	20	3	18	0	-19	-5	0.1	-0.3	4
Cc1ccc2cc(CNC(C)(C)C)c(=O)[nH]c2c1	2	14	-2	4	4	-4	10	12	-0.1	-2.6	3
CN(C)/C=C(\C#N)C(=O)N/N=C/c1ccccc1	-114	-18	-15	-19	-111	-57	8	-5	0.2	2.6	1
CCOC(=O)c1cnn(-c2ccccc2)c1-c1ccncc1	5	11	0	22	5	22	-17	7	-0.1	-0.6	-2

Laid out differently: entries from further up
smiles | Peg3 prom inh | TRPM1 prom inh | NR2E3 ag-1 | TWEAK Fn14 block | HIF-2a block | Shn3 inh set2 | CF NFkB inh | KKLEB cytotox | aDG glyco up | iPSC survival up | NR2E3 ag-2
CC(=O)Nc1ccc(NC(=O)CSc2nnc(NC(=O)C3CC(=O)N(c4ccccc4)C3)s2)cc1 (stereo not drawn) | 6 | -2 | 5 | -12 | 15 | 5 | 3 | 1 | 0.0 | 1.5 | 2
Cn1c2c(c(=O)n(C)c1=O)C(c1ccc(Br)cc1)C(C#N)=C(N)N2 (stereo not drawn) | 9 | . | -36 | -26 | 23 | -16 | -25 | 9 | 0.1 | 0.0 | -1
O=C(/C=C/c1ccco1)N1CCN(S(=O)(=O)c2ccccc2)CC1 | -10 | 7 | -27 | 15 | 8 | -1 | -5 | -6 | -0.4 | 0.1 | .
CCC1Oc2ccc(C)cc2N(CC(=O)NCCN2CCCCCC2)C1=O (stereo not drawn) | 3 | -13 | 3 | -21 | 1 | 40 | -13 | 0 | -0.1 | 0.8 | 2
COc1ccc(N2CCN(c3nc4ccccc4n3CC(=O)c3ccccc3)CC2)cc1 | 19 | -13 | -32 | 9 | 12 | 0 | 1 | -8 | -0.2 | -3.2 | -2
O=C(NC1CCCC1)C1c2ccccc2OCC(=O)N1CCc1c[nH]c2ccccc12 (stereo not drawn) | . | . | 5 | 19 | 7 | . | . | . | 0.0 | -0.1 | .
CCC(=O)N1CCN(c2ccc(NC(=O)c3cccs3)cc2)CC1 | -58 | -30 | 6 | -9 | -67 | -15 | -24 | 14 | -0.1 | 0.6 | -2
CCN1C(=O)Cc2cc(S(=O)(=O)N3CCOCC3)ccc21 | -5 | -3 | -16 | 4 | 9 | -13 | -5 | 6 | 0.0 | 12 | -3
Cc1ccc(CN2C(=O)CCC2(C)c2nnnn2Cc2ccccc2)cc1 (stereo not drawn) | . | . | -10 | 4 | 7 | . | . | . | 0.0 | -0.7 | .
Cc1ccc(OCC(=O)NNC(=S)NC(=O)c2cccs2)c(C)c1 | 18 | 5 | -11 | -39 | 22 | 13 | 17 | -24 | 0.2 | 0.5 | .
COC(=O)/C=c1/s/c(=C(/C#N)C(=O)N2CCCCC2)n(-c2ccccc2)c1=O | 12 | 8 | 3 | 3 | 10 | -10 | -19 | -1 | -0.3 | 0.6 | 0
O=C(Cc1ccccc1)Nc1ncccn1 | 16 | 9 | -34 | 2 | -4 | 5 | 8 | -1 | -0.1 | -0.9 | 1
COCCn1c(SCC(=O)Nc2cccnc2Cl)nc2cc(Cl)ccc2c1=O | 23 | 11 | 20 | 3 | 18 | 0 | -19 | -5 | 0.1 | -0.3 | 4
Cc1ccc2cc(CNC(C)(C)C)c(=O)[nH]c2c1 | 2 | 14 | -2 | 4 | 4 | -4 | 10 | 12 | -0.1 | -2.6 | 3

Bioassay records: PubChem BioAssay, several laboratories
